High-throughput results deposited in PubChem BioAssay by The Scripps Research Institute Molecular Screening Center.
GBA activity up: increases beta-glucosidase activity in Gaucher fibroblasts; L444P Gaucher fibroblasts, 4-MU-glucoside fluorescence, 3 days; activation, % at 10 µM; actives 0.44% (n = 30,000); AID 784; in the data active = activation above about 65%;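 note: 0% = vehicle wells and 100% = positive control wells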
Active calls of the source: *. A portion of the library (hit frequency here may not be typical).

nr	SMILES	GBA activity up
1	COc1ccc(OC)c(C(=O)CSc2nc3cccnc3n2C)c1	1.8
2	COc1ccccc1NC(=O)C1=C(C)Nc2nnnn2C1c1cccc(Br)c1 (stereo not given)	7.0
3	COc1ccc(CCN2C(=O)CCC2(C)C(=O)NCc2cccnc2)cc1OC (stereo not given)	-29.9
4	O=C(Cn1nnc(-c2ccccc2F)n1)Nc1cccc2ncccc12	-2.5
5	CC(C)(C)n1nnnc1C(c1cccnc1)N1CCN(C(=O)c2ccco2)CC1 (stereo not given)	-23.5
6	CCOc1cc(S(=O)(=O)NCc2ccc3c(c2)OCO3)ccc1F	-0.3
7	Cc1ccc(C(=O)NC=C(Cl)Cl)cc1	12.4
8	COc1ccc(-c2noc(-c3ccc(Cl)cc3)n2)cc1	18.1
9	CCOC(=O)c1c(NC(=O)CSc2nc3cccnc3n2C)sc(C(C)=O)c1C	-68.8
10	Cc1ccc(C)c(N2CCN(C(=O)c3ccc(NS(=O)(=O)c4c(C)noc4C)cc3)CC2)c1	33.9
11	COc1ccc(S(=O)(=O)Nc2ccc(Cl)cn2)c(C)c1C	-5.6
12	CCOC(=O)N1CCN(C(=O)C(CC)n2nc(C)c3sc4ccccc4c3c2=O)CC1 (stereo not given)	-42.1
13	CCC(C(=O)N1CCN(c2ccccn2)CC1)n1nc(C)n2c(cc3occc32)c1=O (stereo not given)	-27.7
14	Cc1ccc2c(c1)nnn2C1CCN(CC(=O)N2c3ccccc3CC2C)CC1 (stereo not given)	-51.5
15	CCOC(=O)CCNC(=O)CNC(=O)OCc1ccccc1	-14.7
16	CCn1cnc2c1c(=O)n(Cc1csc(-c3ccccc3)n1)c(=O)n2Cc1ccccc1	-2.2
17	O=C(NC1CCCCC1)NC1CCN(CC(=O)N2CCOCC2)CC1	-25.2
18	NC(=O)c1ccsc1NC(=O)CN1C(=O)C2CC=CCC2C1=O (stereo not given)	-7.6
19	c1coc(CNc2nc3nonc3nc2NCc2ccco2)c1	-18.2
20	Cc1ccc(-c2nnc(SCC#N)n2N)cc1	3.5

Rewritten with each value named: entries from further up.
(2) COc1ccccc1NC(=O)C1=C(C)Nc2nnnn2C1c1cccc(Br)c1 (stereo not given)
  GBA activity up: 7.0
(3) COc1ccc(CCN2C(=O)CCC2(C)C(=O)NCc2cccnc2)cc1OC (stereo not given)
  GBA activity up: -29.9

New compounds follow
nr	SMILES	GBA activity up
21	CCOC(=O)Cn1nnnc1C(CC)N(Cc1cccs1)Cc1cc2cc(C)ccc2[nH]c1=O (stereo not given)	-6.5
22	Cc1cccc(C)c1NC(=O)Cn1c(=O)n(CCC(=O)NCc2ccco2)c(=O)c2sccc21	-0.6
23	COc1cccc(NC(=O)CSc2nc3ccccc3c(=O)n2CCCC(=O)N2CCCC2)c1	-12.3
24	O=C(c1ccc(S(=O)(=O)N2CCC(c3nc4ccccc4s3)CC2)cc1)N1CCOCC1	-6.2
25	COCCCNC(=O)CCC(=O)Nc1ccc2nc(N3CCOCC3)cc(C)c2c1	8.3
26	CN1CCOc2cc(S(=O)(=O)Nc3ccc(F)cc3)ccc21	1.9
27	COc1cc2nc(=S)n3[nH]c(CCn4nc(C)cc4C)nc3c2cc1OC	13.2
28	COc1cccc(C(=O)N2CCN(C(=O)c3cccc(F)c3)CC2)c1	-9.4
29	CCn1c(N2CCN(CC(=O)c3c[nH]c4ccccc34)CC2)nc2c1c(=O)[nH]c(=O)n2C	-0.9
30	Cc1cc(Cl)c(S(=O)(=O)NC(C(=O)O)c2ccccc2)cc1OCC(N)=O (stereo not given)	-11.1
31	CC1(C)CC(=O)C(C=NCCN2CCN(C(=O)NC34CC5CC(CC(C5)C3)C4)CC2)=C(O)C1	-0.3
32	Cc1cccn2c(=O)c(C=Nc3ccc(Cl)cc3)c(NCCO)nc12	67.6*
33	Cc1cc(-c2nnc(SCc3ccccn3)o2)no1	-14.4
34	O=C(CN1CCN(C(=O)c2ccccc2)CC1)Nc1ccc(Br)cn1	-0.7
35	O=C(NCCCN1CCOCC1)C1(c2ccccc2)CCCC1	-10.1
36	COc1ccc(NC(=O)COC(=O)c2ccc(Br)o2)cc1OC	-11.9
37	CCOC(=O)c1sc(NC(=O)C2CCCO2)c(C(=O)OCC)c1C (stereo not given)	6.5
38	CCOc1ccc2nc(NC(=O)CS(=O)(=O)c3ccccc3)sc2c1	-18.9
39	CCN(CCCNC(=O)C1CCC(=O)N1Cc1ccc(C)cc1)c1cccc(C)c1 (stereo not given)	15.3
40	O=C(c1cccc(F)c1)N1CCc2ccccc2C1	-25.3
41	Cc1ccc(C2c3c(-c4ccccc4O)n[nH]c3C(=O)N2Cc2ccncc2)cc1 (stereo not given)	59.0
42	CN(C)c1nc(OCCOC(=O)c2ccccc2)nc(N(C)C)n1	-1.4
43	Cc1ccc(-c2ccc(=O)n(CC(=O)NCCCN3CCCCC3)n2)cc1	-58.8
44	Cc1ccc2c(C(=O)CN3CCSCC3)c(C)[nH]c2c1	-1.3
45	O=C(CN1C(=O)c2cccc3cccc1c23)N1CCN(Cc2ccc3c(c2)OCO3)CC1	-20.7
46	COC(=O)c1ccccc1NC(=O)CN(C)S(=O)(=O)c1ccc(OC)cc1	-2.0
47	COc1ccc(C(=O)Nn2c(SCC(=O)NCc3ccco3)nc3ccccc3c2=O)cc1	-8.7
48	O=C(c1cccc(F)c1)N1CCCC(C(=O)N2CCCC2)C1 (stereo not given)	-8.6
49	CCc1nnc(NC(=O)C2CCCN(c3nc4ccccc4s3)C2)s1 (stereo not given)	-11.8
50	O=C(NCc1ccncc1)C(F)(F)C(F)(F)C(=O)NCc1ccncc1	4.1
51	O=C(O)c1cccnc1SCC(=O)N1CCCCCC1	-5.9
52	O=C(c1ccco1)N1CCN(C(=O)c2cccn3c(=O)c4c5c(sc4nc23)CCCC5)CC1	26.0
53	Cc1ccnc(NC(=O)CCC(=O)N(CC(=O)NC2CCCCC2)CC2CCCO2)c1 (stereo not given)	-8.6
54	Cc1ccccc1C(=O)Nc1cccc(NC(=O)Cn2cnc3c(=O)n(C)c(=O)n(C)c32)c1	-15.8
55	O=C(CCc1nc2ccccc2c(=O)[nH]1)OCC(=O)N1CCN(S(=O)(=O)c2ccccc2)CC1	-11.2
56	CCCCOC(=O)Nc1nnc(-c2ccccc2OC)s1	-0.4
57	CCC(=O)n1nc(-c2cccnc2)nc1NCc1ccc(OC)cc1	-20.4
58	Clc1ccc(C=NC23CN4CN(CN(C4)C2)C3)cc1	-1.3
59	CSc1ccc(Cl)c(C(=O)NCc2ccco2)c1	-1.6
60	COc1ccc(NC(=O)CNCCC2=CCCCC2)cc1	-32.4
61	O=C(NC1CC1)C1CCN(c2ccc(S(=O)(=O)N3CCOCC3)cc2Cl)CC1	24.7
62	O=C(C1CCN(Cc2ccc(F)cc2)CC1)N(CCO)Cc1ccccc1	10.0
63	O=C(c1noc2c1CCCC2)N1CCN(C(c2ccccc2)c2ccccc2)CC1	-34.1
64	CCOC(=O)N1CCC(=C2c3ccc(Cl)cc3CCc3cccnc32)CC1	-42.1
65	CC1CC(c2ccccc2)n2nc(NC(=O)c3cccs3)nc2N1 (stereo not given)	-23.6
66	O=C(COC(=O)c1cccs1)NCc1ccco1	-25.4
67	O=C(CCC(=O)N(CC(=O)NC1CCCCC1)Cc1ccco1)Nc1nccs1	-11.5
68	COCCn1c(SCC(=O)Nc2cc(C)cc(C)c2)nnc1C(C)C	-15.8
69	COc1ccccc1Nc1nc(N)nc(CN(C)C2CCCCC2)n1	-11.9
70	Cc1ccc(S(=O)(=O)N2CCN(S(=O)(=O)N3CCCCC3)CC2)cc1	-20.3
71	N#Cc1c(NC(=O)CSc2nc(-c3ccco3)cc(C(F)(F)F)n2)sc2c1CCCC2	-29.2
72	CC(=O)Oc1ccc(NC(=O)CSc2ccccc2)cc1	-9.4
73	O=S1(=O)C=C(Sc2nc3ccccc3s2)c2ccccc21	-20.4
74	CC1Cc2ccccc2N1S(=O)(=O)c1cccc2nsnc12 (stereo not given)	-18.7
75	CC(=O)c1cccc(NC(=O)Nc2cnn(Cc3ccc(F)cc3)c2)c1	-12.1
76	COC(=O)\C(C(C)=O)=C(/C=C/C=C/N(C)C)N(C)C	0.6
77	Cn1c(SCC(=O)NCc2ccco2)nnc1-c1cccs1	5.9
78	O=C(CCCn1c(=O)[nH]c2ccsc2c1=O)N1CCN(c2ccccn2)CC1	3.8
79	CCOc1ccccc1NC(=O)CCn1c(=O)oc2ccccc21	-8.4
80	CCOC(=O)N1CCN(C(=O)c2cnn3c(C(F)F)cc(-c4ccc(C)cc4)nc23)CC1	14.3

Going on with the list:
nr	SMILES	GBA activity up
81	Cc1cc2c(cc1C)NC(c1c(C)n(C)n(-c3ccccc3)c1=O)C1=C(CC(C)(C)CC1=O)N2 (stereo not given)	19.1
82	O=C(C1CCCN(S(=O)(=O)Cc2ccccc2)C1)N1CCCCC1 (stereo not given)	-45.0
83	O=C(NCc1n[nH]c(=S)n1-c1ccccc1)c1ccc(S(=O)(=O)N2CCOCC2)cc1	27.3
84	Cn1c2ccccc2c2ncn(CCN3CCOCC3)c(=O)c21	-9.0
85	O=C(Cn1cnc2ccccc2c1=O)OCCCCN1C(=O)c2ccccc2C1=O	3.5
86	O=S(=O)(c1ccc2nc(Cc3cccc(C(F)(F)F)c3)[nH]c2c1)N1CCOCC1	-45.6
87	O=c1n(Cc2ccc(Cl)cc2)c2sc3c(c2c2ncnn12)CCCC3	1.9
88	O=C(Nc1cccc(C(F)(F)F)c1)c1ccco1	-13.3
89	NC(Cc1cccc2nsnc12)C(=O)O (stereo not given)	8.8
90	O=C(Cn1nnc(-c2ccccc2NC(=O)c2ccco2)n1)Nc1ccccc1	22.5
91	O=C(NCc1ccc2c(c1)OCO2)C1CC(=O)N(C2CCCCCCC2)C1 (stereo not given)	-13.3
92	COc1cccc(C(C(=O)NCc2ccco2)N(C(=O)Cn2nnc3ccccc32)C2CC2)c1OC (stereo not given)	-19.6
93	Cc1ccc(-n2c(=O)c3sccc3n(CC(=O)N3CCCC3)c2=O)cc1	13.1
94	Cc1ccc(Cn2ccc(NC(=O)C3C4CCC(C4)C3C(=O)O)n2)cc1 (stereo not given)	-13.2
95	O=C(NC1CCCCCC1)C1CCN(c2nc3ccccc3o2)CC1	31.4
96	CCOC(=O)CN1C(=O)NC2NC(=O)NC21 (stereo not given)	-3.8
97	COc1ccccc1C(O)P(=O)(OC(C)C)c1ccc(N(C)C)cc1 (stereo not given)	-2.2
98	O=C1SC(c2ccccc2)=C/C1=C\N1CCCCC1	16.1
99	Cc1ccc(S(=O)(=O)N2CC(O)CC2C(=O)Nc2ccc3c(c2)CCC3)cc1 (stereo not given)	-13.9
100	N=P(N1CCOCC1)(N1CCOCC1)C12CC3CC(CC(C3)C1)C2	-4.1

Additional entries.
cpd	smiles	GBA activity up
101	COc1ccc(NS(=O)(=O)c2ccc(NC(=O)C3CCCO3)cc2)cc1 (stereo not given)	-5.7
102	COc1cccc(C2=CC(c3cccc(OC)c3OC(F)F)n3nnnc3N2)c1 (stereo not given)	-22.1
103	Cc1ccc(NC(=O)CC(NCCN2CCOCC2)C(=O)O)cc1Cl (stereo not given)	16.6
104	CC1CCN(C(=S)c2ccccc2O)CC1	-21.9
105	COCC(C)NC(=O)C1CC(=O)N(c2ccc(C)cc2)C1 (stereo not given)	4.6
106	CCOc1ccccc1C(=O)N(CN1CCCC1=O)c1cccc(Cl)c1	-12.3
107	COc1cc(OC)c(NC2=NCCCCC2)cc1Cl	2.8
108	C=CCn1c(SCC(=O)c2ccc(OC)cc2)nnc1C(C)NC(=O)c1cccs1 (stereo not given)	8.8
109	Cc1ccc(C)c(C(=O)CSc2n[nH]c(-c3ccncc3)n2)c1	7.5
110	Cc1nn(-c2ccccc2)c2sc(C(=O)NC3CCCCC3)cc12	-12.4

Reformatted field by field: entries from further up.
#110 Cc1nn(-c2ccccc2)c2sc(C(=O)NC3CCCCC3)cc12
  GBA activity up = -12.4

#102 COc1cccc(C2=CC(c3cccc(OC)c3OC(F)F)n3nnnc3N2)c1 (stereo not given)
  GBA activity up = -22.1

#106 CCOc1ccccc1C(=O)N(CN1CCCC1=O)c1cccc(Cl)c1
  GBA activity up = -12.3

#107 COc1cc(OC)c(NC2=NCCCCC2)cc1Cl
  GBA activity up = 2.8

Additional results:
cpd	smiles	GBA activity up
111	COc1ccc2[nH]c(C)c(CN3CCCCC3)c(=O)c2c1	-23.2
112	COc1ccccc1-c1nnc2n1N=C(C)CS2	-23.1
113	N#Cc1nc(Cc2ccccc2)oc1N1CCC(Cc2ccccc2)CC1	-2.1
114	CCC(C(=O)NCc1ccc(F)cc1)N(Cc1ccco1)C(=O)c1snc(C(N)=O)c1N (stereo not given)	-7.3
115	CC(NC(=O)CSc1ncccn1)c1ccccc1 (stereo not given)	-15.7
116	CCN(C(=O)c1cn(C)c(=O)c2cc(OC)c(OC)cc12)c1cc(OC)ccc1OC	-33.3
117	COCCN(CCOC)c1ncnc2c1cnn2-c1ccc(Cl)cc1	-56.5
118	Cc1ccc(-c2ccc(C(=O)O)[nH]2)cc1	-16.1
119	CN1CCN(S(=O)(=O)c2ccc(NC(=O)Nc3cccc(Cl)c3)cc2)CC1	1.9
120	COC(=O)C(C)Sc1nc2c(cnn2-c2ccc(C)cc2)c(=O)[nH]1 (stereo not given)	-9.9
121	COc1ccc(CCNC(=O)c2cc(-c3ccc4c(c3)OCO4)on2)cc1OC	-8.8
122	CCOC(=O)C1CCN(Cc2ccc(O)c3ncccc23)CC1	-37.5
123	O=C(O)c1ccccc1C(=O)Nc1ccccn1	-1.9
124	Cc1ccccc1CN1CCNC1=O	-3.4
125	CC12CC(NC(=O)N1c1cccc(C(=O)N3CCN(c4ccccc4F)CC3)c1)c1ccccc1O2 (stereo not given)	-43.1
126	Cc1cc(NC(=O)c2ccc3c(c2)OCO3)no1	-2.4
127	Cc1cccc(C)c1NC(=O)CSc1nnc(-c2ccco2)n1N	-11.8
128	O=C(CSc1ccc2nnc(-c3ccc(F)cc3)n2n1)NCC1CCCO1 (stereo not given)	1.4
129	C(=N\n1cnnc1)/c1cccc(OCCOc2ccccc2)c1	-0.3
130	C=CCN(C(=O)CN1CCOCC1)c1nc(C)c(-c2ccccc2)s1	-4.2
131	O=C(CN1C(=O)c2ccccc2S1(=O)=O)NCc1ccccn1	-13.4
132	Cc1cc(C)cc(NC(=O)CSc2nnc(-c3ccccc3)n2N)c1	4.9
133	CC(NS(=O)(=O)c1ccccc1)C(N)=O (stereo not given)	-15.0
134	COc1ccc(S(=O)(=O)NCc2ccc(C(=O)O)cc2)cc1	-34.6
